SRC3 inh – inhibits human SRC3 coactivator | Q9Y6Q9 | HEK293 GAL4-SRC3 luciferase reporter, luminescence | inhibition, % at 3.6 µM | 360,000 compounds, 0.17% hits | AID 588352;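 active means inhibition above a per-campaign cutoff, the mean of all compounds plus 3 SD, cut at about 60% in these data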;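 further: 0% = DMSO-treated cells and 100% = gossypol-treated cells at 36 µM; higher means less SRC3-driven luciferase light from the GAL4 reporter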
TROY NFkB inh – blocks TROY-dependent signaling in reporter cells | Q293 LMP1-TROYcd NF-kB luciferase reporter, 4 h | inhibition, % at 10 µM | 360,000 compounds, 0.98% hits;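 active means compounds whose plate-normalised and pattern-corrected inhibition of the luciferase reporter signal at the single screening dose is 50% or more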
TLR9-MyD88 inh – blocks human TLR9 binding to MyD88. CHO BLA complementation TLR9-MyD88, CCF4 FRET ratio. inhibition, % at 4.98 µM. 340,000 compounds, 0.21% hits;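 active means inhibition above the mean over all tested compounds plus 3 SD, cut at about 21% in these data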;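 further: 0% = DMSO only wells and 100% = clavulanate BLA inhibitor control wells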
NOD2-RIPK2 inh – NOD2-RIPK2 protein interaction inhibition; AID 624267; 360,000 compounds, 0.38% hits; O43353; inhibition, % at 4.98 µM; CHO BLA complementation NOD2-RIPK2, CCF4 ratio; in the data active means inhibition above about 21%;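 further: 0% = vehicle only and 100% = reference blocker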
Target sequence (O43353 whole entry, looked up): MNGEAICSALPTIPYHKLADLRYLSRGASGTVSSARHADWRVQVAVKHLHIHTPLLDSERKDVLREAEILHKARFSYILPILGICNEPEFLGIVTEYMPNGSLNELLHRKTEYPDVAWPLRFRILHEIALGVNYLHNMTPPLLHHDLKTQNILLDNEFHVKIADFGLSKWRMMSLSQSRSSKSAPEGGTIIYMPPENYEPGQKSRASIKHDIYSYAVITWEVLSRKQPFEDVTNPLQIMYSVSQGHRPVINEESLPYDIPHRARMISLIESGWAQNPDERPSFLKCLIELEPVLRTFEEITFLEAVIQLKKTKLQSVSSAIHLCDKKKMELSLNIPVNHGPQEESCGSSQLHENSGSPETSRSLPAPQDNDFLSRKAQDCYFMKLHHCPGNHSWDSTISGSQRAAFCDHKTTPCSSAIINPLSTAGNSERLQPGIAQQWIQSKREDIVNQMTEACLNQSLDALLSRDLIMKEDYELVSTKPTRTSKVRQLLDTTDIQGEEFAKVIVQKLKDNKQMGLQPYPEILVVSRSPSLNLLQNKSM
TRAIL sens C8 – sensitizes caspase-8 expressing cells to TRAIL. inhibition (viability loss, TRAIL sensitization), % at 10 µM. 360,000 compounds, 1% hits. NB7+C8 cells + TRAIL, ATPlite viability luminescence. AID 624354;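 active means compounds causing at least 50% loss of cell viability in the single-dose screen, relative to plate controls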
COUP-TFII inh – NR2F2 (human) inhibition, primary screen; HEK293T NGFI-A luciferase reporter, luminescence; AID 686940; 370,000 compounds, 0.7% hits; inhibition, % at 8.6 µM;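 active means inhibition above a per-plate cutoff, mean inhibition of test wells between control levels plus 3 SD, cut at about 38% in these data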;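 further: cells cotransfected with COUP-TFII expression vector driving the NGFI-A reporter; 0% = median of COUP-TF2 test wells and 100% = reporter-only cells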
Target sequence (P24468 whole entry, looked up): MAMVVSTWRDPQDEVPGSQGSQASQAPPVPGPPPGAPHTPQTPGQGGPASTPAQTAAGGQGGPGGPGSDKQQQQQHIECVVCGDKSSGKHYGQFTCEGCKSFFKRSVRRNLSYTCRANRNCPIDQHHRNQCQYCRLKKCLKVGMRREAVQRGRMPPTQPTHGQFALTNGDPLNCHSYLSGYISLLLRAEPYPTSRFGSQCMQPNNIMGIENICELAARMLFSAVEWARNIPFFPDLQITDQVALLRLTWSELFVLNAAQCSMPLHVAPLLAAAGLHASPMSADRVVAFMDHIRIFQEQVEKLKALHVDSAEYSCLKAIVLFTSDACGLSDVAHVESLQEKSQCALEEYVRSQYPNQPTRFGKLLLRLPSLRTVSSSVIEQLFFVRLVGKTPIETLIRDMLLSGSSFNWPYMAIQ
LMP1 NFkB inh – inhibitors of Epstein-Barr LMP1-induced NF-kappaB reporter. AID 504558. inhibition, % at 12.5 µM. LMP1-induced NF-kappaB luciferase reporter cells, luminescence. 350,000 compounds, 0.69% hits; in the data active means inhibition above about 41%;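 further: 0% = neutral control wells and 100% = reference inhibitor control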
SRC1 inh – inhibitors of human steroid receptor coactivator 1 (SRC1). 360,000 compounds, 0.12% hits. inhibition, % at 3.6 µM. AID 588354. HEK293 GAL4-SRC1 luciferase reporter, luminescence;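 active means inhibition above the campaign mean plus 3 SD, with each screening campaign given its own cutoff, cut at about 60% in these data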;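 further: 0% = DMSO treated cells and 100% = gossypol at 36 µM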
Vif inh – blocks HIV Vif function | HEK293T cells, Vif self-association by quenched fluorescence, imaging, 24 h | inhibition, % at 7.49 µM | 340,000 compounds, 0.35% hits; in the data active means inhibition above about 50%, passing the limit was not always enough; further: some results filed as inactive read as strong as hits
SRC2 inh – human SRC2 (NCOA2) inhibition | Q15596 | HEK293 GAL4-SRC2 luciferase reporter, luminescence | inhibition, % at 9 µM | 370,000 compounds, 0.17% hits | AID 651957;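 active means inhibition above the mean inhibition of all tested compounds plus 3 SD, set per campaign, cut at about 52% in these data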;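 further: 0% = DMSO treated cells and 100% = cells given Gossypol at 36 µM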
LRH-1 inv ag – inverse agonists of human LRH-1 (NR5A2); HEK293T StAR-luciferase reporter, LRH-1 transfected, 24 h; inhibition, % at 3.6 µM; 360,000 compounds, 0.13% hits; AID 602396;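 active means inhibition above the mean inhibition of all tested compounds plus 3 SD, cut at about 73% in these data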;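 further: 0% = DMSO wells and 100% = reporter-only cells lacking LRH-1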
* hit, by the source's call; . = not tested or not shown.

SMILES	SRC3 inh	TROY NFkB inh	TLR9-MyD88 inh	NOD2-RIPK2 inh	TRAIL sens C8	COUP-TFII inh	LMP1 NFkB inh	SRC1 inh	Vif inh	SRC2 inh	LRH-1 inv ag
CCCCn1c(=O)nc2n(-c3ccccc3)c3ccccc3cc-2c1=O	19	0	7	-4	0	-5	-8	3	.	-14	-17
Cc1cc(SCC(=O)OCC(=O)N(CCC#N)c2ccccc2)nc2ccccc12	-5	-23	-2	-1	4	-12	-4	0	-3	-32	-7
COCCN(C(=O)c1csnn1)C(C(=O)NC1CCCCC1)c1ccc(C)cc1 (stereo unspecified)	6	8	-1	-5	-6	-17	-1	-9	-8	6	-16
CC(C)(C)NS(=O)(=O)c1ccc(CCC(=O)N2CCCCC2)cc1	-1	3	-3	3	-1	-6	-5	-4	-8	-2	2
CC(Sc1nnc(-c2cccnc2)o1)C(=O)NC1CCCC1 (stereo unspecified)	-18	1	-8	-10	7	-14	1	4	19	-18	23
CCc1ccc(CN(C)C(=O)c2cc(=O)c3ccccc3o2)cc1	3	0	-5	-1	10	-7	-4	15	6	8	-21
COc1ccc(/C=C2/C(=O)N=C3SCCN32)cc1	8	-1	4	-5	-2	-9	1	-1	0	-48	4
C[C@H](CO)N1C[C@H](C)[C@@H](CN(C)C(=O)CC2CC2)Oc2cc(Br)ccc2S1(=O)=O	-3	-11	-4	-3	20	-16	5	-6	-3	-2	-6
COc1cccc(-c2nc(-c3ccc(Br)o3)no2)c1	-100	-14	7	-3	42	-39	-25	-104	-3	-22	-128
Cc1ccc2c(C)c(C(=O)NCC(C)(C)N3CCOCC3)oc2c1C	7	9	1	-2	18	-7	3	-2	6	-43	4
COc1ccc(C(=O)O/N=C(\N)c2ccc(OC)c(OC)c2)cc1	-38	-79	-1	-10	62*	-7	-28	-108	0	-29	-64
O=C1CC(c2ccco2)Sc2nc3ccccc3n21 (stereo unspecified)	-53	-12	-15	4	-10	-27	-12	-73	0	-69	-16
CCCc1nc2nc(C)c(NS(=O)(=O)c3ccc4c(c3)CCCC4)c(=O)n2[nH]1	21	-6	-5	-7	12	2	1	-7	27	4	-12
Cc1cccn2c(=O)c3cc(S(=O)(=O)c4ccccc4)c(=N)n(Cc4cccnc4)c3nc12	9	2	1	-15	1	-7	-21	4	-4	-13	19
O=C(O)CC(NC(=O)Cc1ccc([N+](=O)[O-])cc1)c1ccc2c(c1)OCO2 (stereo unspecified)	0	-6	1	-9	-1	10	7	-3	-1	-17	-7
O=Cc1cc([N+](=O)[O-])ccc1N1CCOCC1	19	1	4	-10	4	3	7	3	-1	-26	7
O=C(Cn1c(=O)oc2ccccc21)Nc1nnc(N2CCCCCC2)s1	-1	-8	-2	-9	30	6	14	6	7	-9	6
COc1ccc(C)c2sc(NC(=O)C3CC3)nc12	4	-1	8	-4	-25	-5	-16	-16	-8	1	19
O=C(NCC1CCCO1)c1cccc(Oc2ccc([N+](=O)[O-])cc2Cl)c1 (stereo unspecified)	10	5	-2	2	-4	13	5	-3	-3	20	4
Cc1ccc(C(=O)CSc2nc3ccccc3c(=O)[nH]2)cc1	-21	-26	3	3	-18	-4	3	-29	-1	-21	-18
COc1ccc(NC(=O)N2CCN(S(C)(=O)=O)CC2)cc1OC	9	6	6	12	7	11	-2	7	-10	-5	8
CCOC(=O)[C@H]1[C@H]2COc3ccccc3[C@@H]2N2C(=O)c3c(C)cc(C)cc3NC(=O)[C@@]12C	11	12	-8	-2	17	7	-18	7	-2	12	8
CCCCn1nnc(NC(=S)NC(=O)c2ccc(OCC)c([N+](=O)[O-])c2)n1	24	13	-6	10	0	-13	2	8	-14	-3	15
c1ccc(-c2nnc3sc(-c4cc5ccccc5o4)nn23)cc1	9	4	-6	2	-15	-15	-3	-11	-12	12	-14
NC(=O)COc1ncn(-c2ccccc2)n1	13	-20	-4	-3	-5	-13	-7	-10	0	2	-10
COc1ccc2nc(Nc3nc(C)c(CCC(C)C)c(=O)[nH]3)nc(C)c2c1	1	8	9	-5	12	6	13	12	6	-12	11
O=C1CCN(Cc2ccccc2)S(=O)(=O)c2c(F)cc(F)cc21	17	-10	-9	-6	7	-1	-5	-1	8	7	21
O=C(O)[C@H](Cc1ccccc1)NC(=O)N1CCC(Cc2ccccc2)CC1	9	11	-8	4	29	20	-2	-18	-13	-13	-5
COc1cccc(CN(C)C(=O)CSc2nc3ccccc3[nH]2)c1OC	-29	3	-3	2	10	-5	-1	-21	-12	-7	-1
CCC(O)(c1ccccc1)C(CN1CCOCC1)c1ccccc1 (stereo unspecified)	5	-27	-4	-12	-1	11	-13	2	-13	-14	-22
CC1(Cc2ccc(OC(F)(F)F)cc2)C(=O)Nc2ccc(S(=O)(=O)NC3CCCCC3)cc21 (stereo unspecified)	28	52*	.	0	64*	34	.	11	-19	-17	15
Clc1cccc(CNCCNCc2cccc(Cl)c2)c1	9	8	12	-9	-5	-11	9	13	17	-1	0
CCc1sc(C(=O)Nc2nc(C)cs2)cc1C	-88	-6	5	-9	30	-35	-13	-97	-8	-20	-135
COc1cccc(CC2(CO)CCCN(Cc3ccc(OC)c(C)c3OC)C2)c1 (stereo unspecified)	-28	6	-2	-6	6	10	12	16	10	7	16
Cc1ccc(C)c(NC(=O)CSc2cccc3cccnc23)c1	-23	-2	-3	7	6	7	2	4	9	1	12
CSCC[C@H](NC(=O)OC(C)(C)C)C(=O)N/N=C/c1cc2ccc(C)cc2nc1Cl	13	2	-9	-9	-5	4	4	-3	-4	-10	25
O=C(O)CCCN=C1NC2(CCCC2)Cc2ccccc21	1	14	2	-13	0	1	2	9	1	4	7
CSc1c[n+]2c(n1C)CCC2	10	2	0	-5	-31	-11	9	-7	-3	-3	7
CSc1ccc(-c2nc(CSCC(=O)NC3CC3)c(C)o2)cc1	0	-24	0	3	5	-17	-3	2	-4	20	4
Cc1c(C(=O)N2CCCC2)c(S(=O)(=O)Nc2cccc(Br)c2)c(C)n1C	-6	-12	3	-8	-8	-10	0	-4	-2	14	-8
Cc1ccc(C(=O)N2CCCC(N3CCN(c4ccccc4F)CC3)C2)s1 (stereo unspecified)	15	-16	-17	-2	-14	-7	4	-7	-5	-22	11
O=C(NC1=NCCS1)c1cccc(S(=O)(=O)N2CCc3ccccc32)c1	-18	8	2	-5	3	5	2	-1	0	11	-8
O=C(Cc1cccs1)NCc1cccc(CNC(=O)Cc2cccs2)c1	21	3	-6	-3	-3	21	5	-33	3	-25	-13
O=C(COC(=O)c1ccc(Cl)c(S(=O)(=O)N2CCCC2)c1)NCc1ccccc1	-4	12	-1	1	0	9	-3	7	-14	19	3
Cc1cccc(NC(=O)c2cccnc2)c1	-1	-31	-6	-8	-3	-9	1	-32	26	-6	-5
CCN1CCCC1CNC(=O)C(=O)NC(C)C (stereo unspecified)	2	22	8	2	-4	-25	0	1	-7	-12	8
COc1ccccc1N(C)S(=O)(=O)c1ccc(C(=O)N2CCCC(C(F)(F)F)C2)cc1 (stereo unspecified)	3	1	-7	-3	14	.	5	-7	-7	.	15
Cc1ccc(N2CCN(c3ccc(C)cc3)C2c2ccccn2)cc1	-24	-37	-11	4	-12	-9	1	-51	-9	-40	-50
COc1cccc(C(=O)Nc2ccc(C(F)(F)F)n(C)c2=O)c1	-57	-26	-6	4	44	-32	-3	-104	9	-58	-132
COc1ccc(OCCN2CCN(C3CC(=O)N(CCC(C)C)C3=O)CC2)cc1 (stereo unspecified)	-6	-9	-5	-12	-3	14	-3	-52	0	2	-3
COc1ccc(-c2cc(-c3ccc(C)cc3)n[nH]2)c(O)c1	-110	-11	-9	-2	8	-49	-17	-149	5	-30	-162
Cc1ccc2nc(-c3ccc(NC(=O)c4cccnc4)cc3)oc2c1	-73	51*	-2	-2	28	-35	-26	-73	-22	-13	-198
O=C(CNCC1CCCCC1)Nc1ccc(OC(F)(F)F)cc1	-7	-47	7	2	16	0	-6	3	3	0	-13
NC(=S)N=Nc1c(O)[nH]c2ccccc12	-9	-23	3	-4	7	2	-2	-14	-7	-15	1
COc1ccc(N2CC(C(=O)Nc3ccc4c(c3)OCCO4)CC2=O)cc1 (stereo unspecified)	-15	-7	-1	-9	-9	2	7	4	1	7	5
CC1CCC2(CC1)NC(=O)N(CC(=O)NC1CCCCC1C)C2=O (stereo unspecified)	-6	2	-6	8	-16	2	-7	-2	10	-2	22
Cc1ccc(NS(=O)(=O)c2ccc(NC(=O)[C@@H]3CCCC[C@@H]3C(=O)O)cc2)c(C)c1	14	22	-9	-6	-10	11	-1	-9	-2	15	15
COc1ccc(C2Nc3ccc(Br)cc3C(c3ccccc3)N2CC(=O)O)cc1 (stereo unspecified)	2	-38	6	2	-14	-12	7	-11	14	-19	-6
CC1Oc2ccccc2N(CC(=O)N2CCc3ccccc32)C1=O (stereo unspecified)	4	-17	-8	-3	-13	-17	-1	3	16	-4	16
C=CCC[C@H](Cc1ccc(F)cc1)C(=O)OC[C@H](C)NC(=O)[C@H](CC=C)CC(=O)N(CCO)Cc1ccccc1	11	10	-1	-1	28	2	6	-4	-15	17	-2

Whole records from above. Order of values: SRC3 inh, TROY NFkB inh, TLR9-MyD88 inh, NOD2-RIPK2 inh, TRAIL sens C8, COUP-TFII inh, LMP1 NFkB inh, SRC1 inh, Vif inh, SRC2 inh, LRH-1 inv ag
`COc1cccc(C(=O)Nc2ccc(C(F)(F)F)n(C)c2=O)c1` across the screens: -57, -26, -6, 4, 44, -32, -3, -104, 9, -58, -132
`COc1ccc(N2CC(C(=O)Nc3ccc4c(c3)OCCO4)CC2=O)cc1` (stereo unspecified) across the screens: -15, -7, -1, -9, -9, 2, 7, 4, 1, 7, 5
`CC1CCC2(CC1)NC(=O)N(CC(=O)NC1CCCCC1C)C2=O` (stereo unspecified) across the screens: -6, 2, -6, 8, -16, 2, -7, -2, 10, -2, 22
`Cc1ccc2nc(-c3ccc(NC(=O)c4cccnc4)cc3)oc2c1` across the screens: -73, 51*, -2, -2, 28, -35, -26, -73, -22, -13, -198
`CC1Oc2ccccc2N(CC(=O)N2CCc3ccccc32)C1=O` (stereo unspecified) across the screens: 4, -17, -8, -3, -13, -17, -1, 3, 16, -4, 16

Other compounds:
SMILES	SRC3 inh	TROY NFkB inh	TLR9-MyD88 inh	NOD2-RIPK2 inh	TRAIL sens C8	COUP-TFII inh	LMP1 NFkB inh	SRC1 inh	Vif inh	SRC2 inh	LRH-1 inv ag
Cc1noc(C)c1S(=O)(=O)N1CCCC(C(=O)NCCc2ccc(Cl)cc2)C1 (stereo unspecified)	-16	-2	-4	-6	3	-1	-11	1	.	24	-2
CCCOc1ccc(Cc2c(Cl)nc(SC)nc2NC)cc1	9	23	2	-1	31	47*	2	33	4	1	43
Cc1nnsc1NC(=O)OCC(C)C	-8	-16	-4	-4	9	4	10	-8	4	6	0
CC1=C(C(N)=O)C(c2ccccc2[N+](=O)[O-])n2ncnc2N1 (stereo unspecified)	-33	-8	-4	-3	6	19	2	16	-1	4	23
O=C(NCc1ccncc1)Nc1ccc(Cc2ccc(NC(=O)NCc3ccncc3)cc2)cc1	5	-3	4	-6	-1	3	0	8	-8	-12	3
COC(=O)[C@H](Cc1ccccc1)NC(=O)N(C)Cc1ccccc1	-2	-8	-3	7	-5	-4	-3	-6	-4	-15	-8
CCOc1ccccc1NC(=O)COC(=O)Cc1ccc(-c2ccccc2)cc1	8	-16	-16	-5	2	9	-7	-6	0	-7	-3

Screening data as filed in PubChem BioAssay.

Only part of the results is shown (hit frequency here may not be typical).
